MrgX1 antagonist: antagonists of human MrgX1 receptor, primary screen, HEK293 cells, Fluo-4 calcium flux | AID 588676, 2011 | B-score at 10 µM | Mas-related G-protein coupled receptor member X1 (Homo sapiens), Q96LB2 | actives 1.3% (n = 310,000) | BAM8-22 antagonism; stronger effect = lower value;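 active = calcium-response B-score plate-corrected more than 3 library SD below zero, starting fluorescence within 5 deviations, no agonist response on first addition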;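 note: peak minus trough fluorescence over baseline after final BAM8-22 challenge near maximal dose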
Target sequence (Q96LB2 whole entry, looked up): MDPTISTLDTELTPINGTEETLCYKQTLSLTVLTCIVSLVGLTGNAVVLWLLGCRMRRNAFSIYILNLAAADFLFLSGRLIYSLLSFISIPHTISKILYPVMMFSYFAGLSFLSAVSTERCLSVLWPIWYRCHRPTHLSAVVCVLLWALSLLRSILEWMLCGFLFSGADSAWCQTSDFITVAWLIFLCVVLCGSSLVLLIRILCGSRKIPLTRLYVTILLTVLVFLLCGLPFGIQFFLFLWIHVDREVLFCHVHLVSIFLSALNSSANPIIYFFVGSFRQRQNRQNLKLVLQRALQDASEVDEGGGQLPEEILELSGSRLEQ
HIF act: HIF pathway transcriptional activators, primary screen, cell-based, U2OS HRE-luciferase, luminescence; U2OS HRE-luciferase reporter; normalized: DMSO 0%, desferrioxamine 100%; activation, % at 7.5 µM (by protocol); actives 0.32% (n = 300,000); AID 1910, 2009;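 active = mean activation of at least 10% of the iron chelator positive control signal, with at least half of replicates also reaching 10%; inconclusive = mean and replicate majority disagree about reaching 10%; inactive = mean and most replicates under 10%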
TRPC4 PAM: positive allosteric modulators of TRPC4, primary screen, cell-based, mouse TRPC4beta, HEK293 mu-opioid, Fluo-4 calcium. Short transient receptor potential channel 4 (Mus musculus), Q9QUQ5. DAMGO EC20, Fluo-4 Ca2+ flux; stronger effect = higher value. B-score at 10 µM. actives 0.42% (n = 310,000). AID 2227, 2009;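 active = B-score of calcium response area above 5 SD of library B-scores, with initial fluorescence ratio within 5 SD of library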;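 note: B-score of integrated fluorescence ratio over time as area under calcium response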
AI-2 QS mod: Vibrio harveyi AI-2 quorum sensing modulators, primary screen, JMH597 strain, luminescence/OD600 ratio. Vibrio harveyi JMH597 AI-2 luminescence/OD600 ratio, 9 h; stronger effect = lower value; strain lacks LuxN and CqsS sensors; 0 = neutral-control median. activity change, % at 7.5 µM. actives 0.4% (n = 300,000); in the data active = activity change below about -75%, passing the limit was not always enough; inconclusive = no clear call, values can overlap the other calls;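 note: luminescence divided by OD600 gain over 9 h not by final OD600 alone; inactives centre near 13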
TRPC6 inhibitor: mouse TRPC6 channel inhibitors, primary screen, cell-based, HEK293, membrane potential dye | B-score at 10 µM | actives 1.1% (n = 310,000) | AID 2553, 2010 | ACh-evoked depolarization; stronger effect = lower value | Short transient receptor potential channel 6 (Mus musculus), Q61143;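 active = B-score under library mean minus 3 SD, initial fluorescence not abnormally high, positive integrated signal ratio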;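 note: B-score derived from integrated fluorescence ratio over the kinetic read; more negative B-score means stronger inhibition of depolarization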
MrgX1 agonist: agonists of human MrgX1 receptor, primary screen, HEK293 cells, Fluo-4 calcium flux. Mas-related G-protein coupled receptor member X1 (Homo sapiens), Q96LB2. Fluo-4 calcium fluorescence, agonist mode; stronger effect = higher value. B-score at 10 µM. actives 0.44% (n = 310,000). AID 588627, 2011;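 active = calcium response B-score plate-corrected fluorescence ratio at least 3 library SD, with starting fluorescence B-score inside 5 SD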
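Test system: HEK293 cells stably expressing human MrgX1 receptor; Input: fifteen thousand cells per well; Dosing: compound delivered in addition one of three; Schedule: overnight seeding, then 1 h dark dye loading; Technique: Fluo-4 NW calcium fluorescence; Measure: B-scored fluorescence response ratio; Controls: positive and negative controls per plate.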
MrgX1 PAM: positive allosteric modulators of MrgX1, primary screen, HEK293 cells, Fluo-4 calcium flux; Mas-related G-protein coupled receptor member X1 (Homo sapiens), Q96LB2; FDSS; stronger effect = higher value; B-score at 10 µM; actives 0.63% (n = 310,000);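 active = plate-corrected calcium response at least 3 library SD above typical, normal starting fluorescence, not activating the receptor alone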;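 note: compound read alongside a low EC10 to EC30 dose of BAM8-22 agonist; peak minus trough fluorescence over baseline measured at the second addition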
TRPC6 activator: mouse TRPC6 channel activators, primary screen, cell-based, HEK293, membrane potential dye | Short transient receptor potential channel 6 (Mus musculus), Q61143 | HEK293-TRPC6 membrane potential dye fluorescence; stronger effect = higher value | B-score at 10 µM | actives 0.13% (n = 310,000) | AID 2550, 2010;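 active = B-score of the integrated fluorescence ratio above library mean plus 3 SD, and starting fluorescence ratio within library mean plus 5 SD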;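 note: higher score means more depolarization so channel activation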
TRPC4 inh: inhibitors of mouse TRPC4 channel, primary screen, Fluo4 calcium, HEK293 TRPC4beta/mu-opioid cells; DAMGO-evoked Fluo4 calcium flux; stronger effect = lower value; B-score at 10 µM; actives 0.39% (n = 300,000); AID 2247, 2010;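 active = B-score over 3 SD under the library average, no early fluorescence shift, positive overall ratio signal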
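Assay system: TRPC4beta/mu-opioid receptor HEK293 cell line; compound dosing: single concentration per test compound; detection: Fluo4 Ca2+ flux fluorescence; evaluation: per-well B score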
TRPC4 act: activators of mouse TRPC4 channel, primary screen, Fluo4 calcium, HEK293 TRPC4beta/mu-opioid cells; Fluo4 calcium fluorescence; stronger effect = higher value; B-score at 10 µM; actives 0.49% (n = 310,000);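 active = B-score above 5 SD of library B-scores, and initial fluorescence ratio not above library mean plus 5 SD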;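 note: positive B-score marks a calcium rise read as TRPC4 activation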
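Assay system: HEK293 cells stably co-expressing mouse TRPC4beta and mu-opioid receptor / Timing: Fluo4 dye loading 45 min at room temperature, 110 s recording / Signal: Fluo4 calcium-sensitive dye fluorescence, kinetic, 1 Hz baseline / Read-out: integrated baseline-normalised fluorescence ratio, converted to per-well B score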
PolyA inh: polyadenylation inhibitors in yeast reporter cells, primary screen, luminescence, S. cerevisiae. S. cerevisiae SKY197-pL101 polyadenylation reporter, beta-gal luminescence; efflux-impaired pdr1/pdr3 knockout yeast; score 100 = 6 SD above DMSO. calls only at 12 µM. actives 0.02% (n = 300,000). AID 1875, 2009;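 active = lowest replicate activity score at least 50, where 100 means six control SD above control mean; inconclusive = lowest score under 50 but half or more replicates reach 50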;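 note: yeast exposed to compound for 9 h at 30 °C; higher score means more reporter readthrough which indicates perturbed polyadenylation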
The depositor's hits bear a star; i = inactive; ? = inconclusive; . = not tested or not shown.

SMILES | MrgX1 antagonist | HIF act | TRPC4 PAM | AI-2 QS mod | TRPC6 inhibitor | MrgX1 agonist | MrgX1 PAM | TRPC6 activator | TRPC4 inh | TRPC4 act | PolyA inh
O=C(Nc1ccc(S(=O)(=O)N2CCCCCC2)cc1)c1[nH]ncc1[N+](=O)[O-] | i | -0.5 | i | 28 | i | i | i | i | i | i | i
O=C(N/N=C\c1ccc(-c2ccccc2[N+](=O)[O-])o1)C1COc2ccccc2O1 (stereo not drawn) | i | 0.8 | i | 11 | i | i | i | i | i | i | i
Cc1nn(-c2ccccc2)nc1C(=O)NNC(=O)c1ccc(C(F)(F)F)cc1 | i | 0.2 | i | 4 | i | i | i | i | i | i | i
CC1(C)c2[nH]c3ccccc3c2C[C@@H]2C(=O)N(Cc3ccccc3F)C(=O)N21 | i | -0.1 | i | 1 | i | i | i | i | i | i | i
Nc1ccc(NC(=S)Nc2ccccc2)cc1 | i | -0.5 | i | 13 | i | i | i | i | i | i | i
CN1C(=O)c2cccc3c(S(=O)(=O)NCCc4ccccc4)ccc1c23 | i | -0.4 | i | 25 | i | i | i | i | i | i | i
COc1ccc(NC(=O)CCCc2ccccc2)cc1OC | i | 5.0 | i | 14 | i | i | i | i | i | i | i
COCCN(Cc1cc2cc3c(cc2nc1Cl)OCO3)C(=O)Nc1ccc(F)cc1 | i | -0.6 | i | 3 | i | i | i | i | i | i | i
COc1cccc(-c2onc3ccc(C(C)=O)cc23)c1 | i | 0.0 | i | 15 | i | i | i | i | i | i | i
CN1CCN(c2ccc(NC(=O)c3sc4ccccc4c3Cl)cc2)CC1 | i | -4.0 | i | 17 | i | i | i | i | i | i | i
CCn1c(CSc2ncccn2)nnc1SCC(=O)N1c2ccccc2CC1C (stereo not drawn) | i | -0.1 | i | 24 | i | i | i | i | i | i | i
COc1ccc(Cn2cccc(NC(=O)Nc3ccc(C#N)cc3)c2=O)cc1 | i | -9.9 | i | 17 | i | i | i | i | i | i | i
CS(=O)(=O)N(Cc1ccccc1)c1ccc(C(=O)NCCSc2ccccn2)cc1 | i | 0.0 | i | 26 | i | i | i | i | i | i | i
COc1cc(C(=O)NCCC(C)C)ccc1OCc1ccc(Cl)cc1Cl | i | -0.3 | i | 16 | i | i | i | i | i | i | .
Cc1nc2ncnn2c(C)c1CCC(=O)N1CCN(C(=O)c2ccco2)CC1 | i | -0.4 | i | 20 | i | i | i | i | i | i | i
O=C(Nc1cc(Cl)ccc1Cl)c1ccco1 | i | 0.3 | i | 0 | i | i | i | i | i | i | i
COc1ccc(OC)c(C2=NOC(C(=O)NCC3CCCO3)C2)c1 (stereo not drawn) | i | -0.1 | i | 12 | i | i | i | i | i | i | i
COc1ccccc1CN1CC(C(=O)NCc2cc(C)on2)CCC1=O (stereo not drawn) | i | -0.1 | i | 8 | i | i | i | i | i | i | i
COc1ccc(O)c(/C=N/NC(=O)c2c(C)nnn2-c2nonc2N)c1 | i | 2.3 | i | 7 | i | i | i | i | i | i | i
COc1ccccc1CN1CC(C(=O)NCc2nccn2C)CCC1=O (stereo not drawn) | i | 0.1 | i | 34 | i | i | i | i | i | i | i
CC1CCCCN1CCNC(=O)c1ccc2c(=O)n(CCc3ccccc3)c(=O)[nH]c2c1 (stereo not drawn) | i | 1.5 | i | 5 | i | i | i | i | i | i | i
COc1cc(/C=N/NC(=O)c2ccncc2)ccc1OC(=O)c1cccc(F)c1 | i | -0.2 | i | -1 | i | i | i | i | i | i | i
O=C(Cc1ccc(-n2c(=O)[nH]c3ccccc3c2=O)cc1)N1CCN(c2ccccc2)CC1 | i | -0.4 | i | 15 | i | i | i | i | i | i | i
O=C(CCC(=O)N1CCN(C2CCCCC2)CC1)Nc1nnc(C(F)(F)F)s1 | i | 0.0 | i | 8 | i | i | i | i | i | i | i
CCn1c(SCC(=O)O)nnc1-c1cc2c(C)nn(-c3ccccc3)c2s1 | i | -0.1 | i | 29 | i | i | i | i | i | i | i
O=C(CNC(=O)c1ccc(Br)o1)NCc1ccc2c(c1)OCO2 | i | 0.2 | i | 13 | i | i | i | i | i | i | i
CCOc1ccc(CCNC(=O)c2cn(C)c3ccc(S(=O)(=O)N4CCOCC4)cc3c2=O)cc1OCC | i | 0.7 | i | 12 | i | i | i | i | i | i | i
CNC(=S)Nc1ccc(C23CC4CC(CC(C4)C2)C3)cc1 | i | 0.4 | i | 14 | i | i | i | i | i | i | i
Cc1cc(-c2ccco2)n(CC(=O)NCCCc2ccccc2)n1 | i | -0.2 | i | 17 | i | i | i | i | i | i | i
CCn1c2ccccc2c2cc(NC(=O)CSc3nnc(-c4cccc(C)c4)o3)ccc21 | i | 0.2 | i | 23 | i | i | i | i | i | i | i
CCn1nc(C(=O)Nc2cccc(C(F)(F)F)c2)c(Cl)c1Cl | i | 0.1 | i | -3 | i | i | i | i | i | i | i
O=C(CNC(=O)c1ccncc1)N/N=C/c1ccc(Br)cc1 | i | -0.4 | i | ? | i | i | i | i | i | i | i
CCCCNc1ccc2c3c(cccc13)C(=O)N(CCCC)C2=O | . | -0.3 | i | 11 | i | . | . | i | i | i | i
CCOC1OC(=O)C(Cl)=C1Nc1ccc(C)cc1C (stereo not drawn) | i | 0.2 | i | 25 | i | i | i | i | i | i | i
COc1ccccc1NC(=O)Cn1nc(C(F)(F)F)c2c1CCCC2 | i | -0.5 | i | 15 | i | i | i | i | i | i | i
CCNC(=O)COC(=O)C1CCC(=O)N(c2ccc(OC)cc2)C1c1ccc(OC)cc1 (stereo not drawn) | i | 0.8 | i | 4 | i | i | i | i | i | i | i
CCCCCCCCNc1nc(Cl)nc(NCc2ccco2)n1 | i | -0.3 | i | 37 | i | i | i | i | i | i | i
Cc1c(C)c2ccc(OCC(=O)Nc3ccc(N4CCC(C)CC4)cc3)cc2oc1=O | i | -0.7 | i | 8 | i | i | i | i | i | i | i
O=C(Nc1nonc1NC(=O)c1cccs1)c1cccs1 | i | -0.2 | i | 5 | i | i | i | i | i | i | i
c1ccc(-c2ccccc2OCCOCCN2CCOCC2)cc1 | i | 2.0 | i | 14 | i | i | i | i | i | i | i
CCOC(=O)NC(=O)c1cn(CCNCCO)c(=O)[nH]c1=O | i | -0.4 | i | 26 | i | i | i | i | i | i | i
COc1ccc(O)c(/C=N\NC(=O)CCn2nnc3ccccc32)c1 | i | 1.6 | i | 10 | i | i | i | i | i | i | i
O=C(NCc1ccco1)c1ccc([N+](=O)[O-])cc1Cl | i | 0.2 | i | 14 | i | i | i | i | i | i | i
Cc1ccc(-c2nc(N)s[n+]2-c2ccccc2)cc1 | i | 2.9 | i | 18 | i | i | i | i | i | i | i
O=C(Cc1ccc(Cl)cc1)Nc1ncc([N+](=O)[O-])s1 | . | 3.0 | i | 29 | i | . | . | i | i | i | i
Cc1ccc(-n2ncc3c2CC(C)(C)CC3NC(=O)CN2CCCC2=O)cc1 (stereo not drawn) | i | 0.2 | i | 13 | i | i | i | i | i | i | i
COc1ccc(/C=C2\SC(=S)N(CCCC(=O)NNC(=O)c3ccccc3O)C2=O)cc1 | i | -3.7 | i | 9 | i | i | i | i | i | i | .
COc1ccc(/C=C/C(=O)NCC(=O)n2nc(C)cc2C)cc1 | i | 0.1 | i | 30 | i | i | i | i | i | i | i
COc1ccc(C(=O)CC(=O)C(=O)Nc2cccc(C(C)=O)c2)cc1 | i | -3.6 | i | 6 | i | i | i | i | i | i | i
CCc1nnc(NC(=O)C2Cc3ccccc3CN2S(=O)(=O)CC)s1 (stereo not drawn) | i | 0.7 | i | -1 | i | i | i | i | i | i | i
CC1=NN(C(=O)CCCc2ccccc2)C(O)(C(F)(F)F)C1 (stereo not drawn) | i | 0.9 | i | 12 | i | i | i | i | i | i | i
Cc1cc(NC(=O)CCC(=O)N(Cc2ccco2)C2(C(=O)NC3CCCCC3)CCCC(C)C2)no1 (stereo not drawn) | i | 0.0 | i | 16 | i | i | i | i | i | i | i
COc1cccc(-c2nc(NC3CCCC3)c3ccccc3n2)c1O | -5.1* | -0.1 | i | 8 | i | i | i | i | i | i | i
Cc1cc(NC(=O)CCC(=O)N(Cc2ccco2)C2(C(=O)NC3CCCC3)CCC(C)CC2)no1 (stereo not drawn) | i | -0.7 | i | 2 | i | i | i | i | i | i | i
O=C(CC1c2ccccc2Oc2ccccc21)N1CCN(c2ccccn2)CC1 | i | 0.4 | i | 50 | i | i | i | i | i | i | i
Cc1cccc(N2CCN(C(=O)C3CCN(c4ncnc5c4nc4n5CCCCC4)CC3)CC2)c1C | i | 0.7 | i | 13 | i | i | i | i | i | i | i
CCCNC(=O)COc1coc(CN2CCN(c3ccc(F)cc3)CC2)cc1=O | i | -2.1 | i | 18 | i | i | i | i | i | i | i
O=C(c1ccc(C(F)(F)F)cc1)N1CCC(=O)N(C(COCc2ccc(Cl)cc2)Cc2ccccc2)CC1 (stereo not drawn) | i | -0.2 | i | 13 | i | i | i | i | i | i | i

Assay outcomes as filed in PubChem BioAssay.

A portion of the library, so the mix of outcomes need not match the whole.
